Screens as filed in PubChem BioAssay.
TRHR ag: qHTS for Small Molecule Agonists and Allosteric Enhancers of Human TRH Receptor: Primary Screen for Agonists. activation, % at 2 µM. TRHR cells, calcium flux fluo-8, FDSS agonist mode. AID 493084, 2011. Thyrotropin-releasing hormone receptor (Homo sapiens), P34981. actives 0.18% (n = 360,000); also: 0% is about no effect
Target sequence (P34981 whole entry, looked up): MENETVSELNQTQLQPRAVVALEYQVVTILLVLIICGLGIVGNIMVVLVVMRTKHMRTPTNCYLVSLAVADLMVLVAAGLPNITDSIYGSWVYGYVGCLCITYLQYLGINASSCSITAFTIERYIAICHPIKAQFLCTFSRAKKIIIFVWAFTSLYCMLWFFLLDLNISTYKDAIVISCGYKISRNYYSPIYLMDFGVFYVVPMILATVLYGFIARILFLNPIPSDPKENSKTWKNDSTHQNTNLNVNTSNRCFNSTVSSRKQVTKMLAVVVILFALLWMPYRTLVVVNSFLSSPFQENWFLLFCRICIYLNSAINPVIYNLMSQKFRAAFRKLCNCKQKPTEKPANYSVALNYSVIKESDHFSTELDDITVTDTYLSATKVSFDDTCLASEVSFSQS
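TRHR-expressing cells loaded with fluo-8 calcium dye; 23 nL library compound pin-transferred, kinetic FDSS fluorescence (Ex 480/Em 530) recorded about 180 s for agonist-induced calcium release, before a 10 nM TRH EC20 addition for potentiator mode.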
D2 ag: HTS Assay for Allosteric Agonists of the Human D2 Dopamine Receptor: Primary Screen for Agonists | D(2) dopamine receptor (Homo sapiens), P14416 | HEK293 T-REx D2 cells, calcium flux agonist mode | activation, % at 2 µM | actives 0.53% (n = 340,000) | AID 485358, 2010;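 active = activation over 3 SD above normal in the single-dose calcium agonist read, cut at about 30% in these data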; also: 0% is about no effect
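Calcium-flux readout, 1 cycle/sec over 180 s following compound pin transfer, in inducible HEK293 Trex D2 cells (force-coupled); dopamine controls included. Positive calcium responses during this window marked compounds as potential agonists.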
TRHR enhancer: qHTS for Small Molecule Agonists and Allosteric Enhancers of Human TRH Receptor: Primary Screen for Enhancers. enhancement, % at 2 µM. actives 0.66% (n = 360,000). AID 493056, 2011. TRHR cells, fluo-8 calcium fluorescence, EC20 TRH enhancement. Thyrotropin-releasing hormone receptor (Homo sapiens), P34981; in the data active = enhancement above about 30%; also: 0% is about no effect
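TRHR-expressing cells loaded with fluo-8 calcium dye were read kinetically (ex 480/em 530) during compound addition, then stimulated with an EC20 of TRH (10 nM final). Enhancement of the Gq-mediated intracellular calcium response was scored.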
RXFP1 antagonist: qHTS Assay for Antagonists of the Relaxin Receptor RXFP1 | Relaxin receptor 1 (Homo sapiens), Q9HBX9 | HEK293-RXFP1, relaxin-stimulated cAMP HTRF, 30 min; hits give low values | activity change, negative = inhibition, % at 57.5 µM | actives 0.59% (n = 350,000) | AID 1259400, 2018;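 active = activity change of -60% or lower, but not beyond a set lower limit; inconclusive = change between -60% and -40%, or beyond the set limit; inactive = change above -40%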; also: % is scaled to controls: 0 for no effect and ±100 for the full control effect
Target sequence (Q9HBX9 whole entry, looked up): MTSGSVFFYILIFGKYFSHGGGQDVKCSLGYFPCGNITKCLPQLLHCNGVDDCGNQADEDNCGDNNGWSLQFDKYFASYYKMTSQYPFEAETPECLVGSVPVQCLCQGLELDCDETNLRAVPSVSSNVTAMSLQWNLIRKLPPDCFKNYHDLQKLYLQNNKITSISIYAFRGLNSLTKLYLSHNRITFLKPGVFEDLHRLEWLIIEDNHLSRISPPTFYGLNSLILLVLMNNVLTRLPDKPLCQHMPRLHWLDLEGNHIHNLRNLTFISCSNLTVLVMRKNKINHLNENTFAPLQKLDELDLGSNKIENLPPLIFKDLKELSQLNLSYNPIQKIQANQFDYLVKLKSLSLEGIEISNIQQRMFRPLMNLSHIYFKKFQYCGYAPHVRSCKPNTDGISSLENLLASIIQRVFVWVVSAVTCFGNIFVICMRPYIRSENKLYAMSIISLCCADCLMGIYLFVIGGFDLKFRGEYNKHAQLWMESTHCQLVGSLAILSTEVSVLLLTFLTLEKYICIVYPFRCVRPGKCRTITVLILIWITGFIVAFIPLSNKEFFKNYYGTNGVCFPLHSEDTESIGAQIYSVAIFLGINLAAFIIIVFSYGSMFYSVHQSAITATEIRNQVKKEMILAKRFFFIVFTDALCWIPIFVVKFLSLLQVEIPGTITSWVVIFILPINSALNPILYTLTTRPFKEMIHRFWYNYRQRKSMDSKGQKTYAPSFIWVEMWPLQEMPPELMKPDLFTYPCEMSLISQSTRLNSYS
D1 antag: Antagonist of Human D 1 Dopamine Receptor: qHTS; HEK293 TREx D1 cells, calcium flux, dopamine EC80; hits give low values; activity change, negative = inhibition, % at 10 µM; actives 3.2% (n = 360,000); AID 504652, 2011; in the data active = activity change below about -30%; also: % is scaled to controls: 0 for no effect and ±100 for the full control effect
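Tetracycline-induced HEK293 Trex D1 cells, force-coupled to calcium, dye-loaded; compounds added and read 180 s, then EC80 dopamine added and calcium flux tracked kinetically another 180 s.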
D2 potentiator: HTS Assay for Positive Allosteric Modulators of the Human D2 Dopamine Receptor: Primary Screen for Potentiators; HEK293 T-REx D2, calcium flux, EC20 dopamine potentiation; AID 485347, 2010; potentiation, % at 10 µM; actives 0.34% (n = 340,000); D(2) dopamine receptor (Homo sapiens), P14416;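 active = potentiation over 3 SD above the plate norm, cut at about 30% in these data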; also: 0% is about no effect
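Tetracycline-induced Hek293 Trex D2 cells, force-coupled to calcium, loaded with no-wash calcium dye. Compound added with 180 s kinetic read for agonism, then EC20 dopamine and a further 180 s read for potentiation.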
D2 antag: HTS Assay for Allosteric Antagonists of the Human D2 Dopamine Receptor: Primary Screen for Antagonists; D(2) dopamine receptor (Homo sapiens), P14416; HEK293 TREx D2 cells, calcium flux, dopamine EC80; inhibition, % at 10 µM; actives 2% (n = 340,000); AID 485344, 2010; in the data active = inhibition above about 30%; also: 0% is about no effect
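Measurement of antagonist activity uses fluorescent calcium dye in inducible HEK293 T-REx D2 cells: 10 s baseline, compound addition with 180 s read, EC80 dopamine addition with a further 180 s read.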
D1 potentiator: Potentiators of Human D1 Dopamine Receptor: qHTS; D(1A) dopamine receptor (Homo sapiens), P21728; HEK293 TREx D1 cells, calcium flux, dopamine EC20 potentiation; potentiation, % at 10 µM; actives 0.036% (n = 360,000); AID 504651, 2011; in the data active = potentiation above about 30%; also: 0% is about no effect
D1 ag: Allosteric Agonists of the Human D1 Dopamine Receptor: qHTS. actives 1% (n = 360,000). AID 504660, 2011. HEK293 T-REx D1 cells, calcium flux, agonist mode. D(1A) dopamine receptor (Homo sapiens), P21728. activation, % at 2 µM; also: 0% is about no effect
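Agonism was scored from calcium flux recorded over 180 s (1 read/s) after pintool compound addition, following a 10-cycle baseline. Cells were inducible force-coupled HEK293 TREx D1, plated overnight at 30 C and loaded with no-wash calcium dye.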
The depositor's hits bear a star; ? = inconclusive; / = no result given; & = joins results of further samples. Rule as the data show it, unless noted: active = activation above about 30%; inactive = the rest.

1) COc1ccccc1N1CCN(C2CCN(C(=O)COc3cccc(C)c3)CC2)CC1
2) Cc1c(Cc2ccccc2)c(=O)oc2cc(OCC(=O)N3CCC(C(=O)O)CC3)ccc12
3) CC(C)(C)NC(=O)c1ccc2c(c1)N(CC(=O)N1CCCC1)C(=O)C(C)(C)O2
4) CCCCCCCN1CCN=C1Nc1ccccc1
5) CC(C)CC(=O)Nc1nnc(S(=O)(=O)N2CCCCCC2)s1

entry no.	1	2	3	4	5
TRHR ag	1.1	-0.5	0.6	0.3	0.9&0.3
D2 ag	0.1	0.8	1.1	0.3	0.2&0.0
TRHR enhancer	-4	-6	7	-8	4&-1
RXFP1 antagonist	-3	/	-2	/	-7&-13
D1 antag	-13	-6	9	-20	7&0
D2 potentiator	-13	11	1	0	0&-2
D2 antag	69*	22	0	-16	4
D1 potentiator	-1	-6	4	-5	-5&3
D1 ag	0	4	1	12	1&0

6) O=c1cc(N2CCCCC2)c(-c2ccccc2)n[nH]1
7) CCOCCCNC(=O)C(Cc1ccccc1)NS(=O)(=O)c1ccc2c(c1)c(=O)n(C)c(=O)n2C (centres undefined)
8) CC(C)(C)Cc1nc(-c2ccc(Cl)cc2)no1
9) COc1cc(/C=N/NC(=O)c2ccncc2)ccc1OC(=O)c1ccco1
10) OC(c1ccccc1)C1CN(Cc2ccccc2)CCC1(O)c1ccccc1 (centres undefined)

entry no.	6	7	8	9	10
TRHR ag	0.2	0.1&-0.3	1.2	0.1	0.7
D2 ag	0.3	-1.2&0.1	0.3	-0.7	0.6
TRHR enhancer	-5	7&17	-4	4	9
RXFP1 antagonist	-9	6	-6	-27	14
D1 antag	15	-2&-10	3	-1	-12
D2 potentiator	6	-1	-6	-6	-15
D2 antag	15	4	4	-17	-8
D1 potentiator	6	-1&-3	1	3	1
D1 ag	3	-4&2	4	4	1

11) CCOc1ccsc1C(=O)O
12) O=S(=O)(NC1CCCCC1N1CCOCC1)c1ccc(Cl)cc1 (centres undefined)
13) COc1ccc(NC(=O)CCCNS(=O)(=O)c2cccs2)cc1
14) O=C(CN1C(=O)/C(=C2\SC(=S)N(CCS(=O)(=O)O)C2=O)c2ccccc21)Nc1cccc(Br)c1
15) O=C1Nc2ccccc2/C1=C/C(=O)c1cccs1

entry no.	11	12	13	14	15
TRHR ag	0.6	15	0.1	0.6	-0.4
D2 ag	0.7	6.0	0.3	-0.1	0.3
TRHR enhancer	-9	-2	1	-3	-5
RXFP1 antagonist	-10	5	-1	-10	?
D1 antag	-8	-12	-9	1	-26
D2 potentiator	-3	-6	1	-4	2
D2 antag	-9	9	15	6	1
D1 potentiator	-4	-4	0	0	-9
D1 ag	3	0	4	4	-1

16) CCN1CCN(c2ccc(S(=O)(=O)N3CCOCC3)cc2NC(=O)c2ccccc2OC(F)F)CC1
17) COc1ccc(/C=N/NC(=O)c2ccc(=O)[nH]n2)cc1OC
18) Cc1cc2nncn2c(Cc2ccccc2)n1
19) Cc1ccccc1NC(=O)C(=O)NCC1CCCN1S(=O)(=O)c1cccs1 (centres undefined)
20) O=C1NN(c2cccc(Br)c2)C(=O)/C1=C\c1ccccc1

entry no.	16	17	18	19	20
TRHR ag	0.4	0.1	-0.1	-0.2	0.7
D2 ag	0.3	0.6	0.1	-0.3	/
TRHR enhancer	-11	2	6	-2	1
RXFP1 antagonist	31	9	-2	-3	-24
D1 antag	-2	6	-5	12	23
D2 potentiator	-8	-4	6	-3	/
D2 antag	-33	8	4	1	/
D1 potentiator	-2	5	10	-2	-5
D1 ag	9	2	0	4	4

21) CC(=O)Nc1nonc1-c1nnc(SCC(=O)Nc2ccc(C)cc2C)n1C
22) COc1cccc(CNC(=O)C2CCN(S(=O)(=O)c3cn(C)cn3)CC2)c1
23) O=C(Nc1ccc(Cl)cc1)Nn1cnc2ccccc2c1=O
24) COC(=O)c1ccc(S(=O)(=O)N2CCCC2)o1
25) CCOc1c(C)cnc2c1c(=O)n(Cc1cccc(Cl)c1)c(=O)n2C

entry no.	21	22	23	24	25
TRHR ag	-0.7	1.2	0.5	-0.1	0.1
D2 ag	-0.9	1.7	0.6	0.4	0.0
TRHR enhancer	-6	-1	6	0	2
RXFP1 antagonist	2	4	-5	0	-28
D1 antag	-28	8	10	-13	6
D2 potentiator	-13	1	-6	-2	10
D2 antag	/	/	21	-15	-4
D1 potentiator	0	1	-2	-1	-2
D1 ag	-1	0	3	1	5

26) N#CCSc1nc(N)c(C#N)c(C2CCCCC2)c1C#N
27) Cc1ccc(-n2nc(C(=O)NCc3ccc(C)o3)c3c4ccccc4n(C)c3c2=O)cc1
28) Cc1ccc2c(CNCc3cccc(Cl)c3)c(C(=O)O)n(Cc3ccc(F)cc3Cl)c2c1
29) O=C(NNc1c2ccccc2nc2ccccc12)c1ccccc1Cl
30) COc1ccc(N(CC(=O)NC2CCCCC2)C(=O)CNC(=O)c2ccco2)c(OC)c1

entry no.	26	27	28	29	30
TRHR ag	-0.3	-0.5	0.6	0.0	0.3
D2 ag	0.4	0.7	1.1	0.2	0.7
TRHR enhancer	1	-3	5	-1	-6
RXFP1 antagonist	3	-1	-4	-1	-1
D1 antag	2	1	20	-14	1
D2 potentiator	2	1	-1	-2	7
D2 antag	-22	-2	/	4	-19
D1 potentiator	0	2	8	-2	14
D1 ag	4	4	3	-1	-1

Reprinted at random: 4 records from the list.
28) Cc1ccc2c(CNCc3cccc(Cl)c3)c(C(=O)O)n(Cc3ccc(F)cc3Cl)c2c1
26) N#CCSc1nc(N)c(C#N)c(C2CCCCC2)c1C#N
29) O=C(NNc1c2ccccc2nc2ccccc12)c1ccccc1Cl
30) COc1ccc(N(CC(=O)NC2CCCCC2)C(=O)CNC(=O)c2ccco2)c(OC)c1

entry no.	28	26	29	30
TRHR ag	0.6	-0.3	0.0	0.3
D2 ag	1.1	0.4	0.2	0.7
TRHR enhancer	5	1	-1	-6
RXFP1 antagonist	-4	3	-1	-1
D1 antag	20	2	-14	1
D2 potentiator	-1	2	-2	7
D2 antag	/	-22	4	-19
D1 potentiator	8	0	-2	14
D1 ag	3	4	-1	-1

(more compounds)
31) O=C(O)c1ccccc1NC1CCCCC1NS(=O)(=O)c1ccccc1 (centres undefined)
32) O=C(c1cc2c(=O)[nH]c3ccccc3c2s1)N1CCN(c2ccc(F)cc2)CC1
33) Cc1ccc(S(=O)(=O)CCNC(=O)Cc2ccccc2)cc1
34) O=C(CCNS(=O)(=O)c1ccc(OC(F)(F)F)cc1)N1CCN(C/C=C/c2ccccc2)CC1
35) CCOC(=O)c1ccc(NC(=O)CC2C(=O)OCCN2CC)cc1 (centres undefined)

entry no.	31	32	33	34	35
TRHR ag	0.1	-0.6	0.3	1.4	-4.1&-0.9
D2 ag	-0.2	0.2	-0.5	1.1	-1.0&2.8
TRHR enhancer	-4	3	3	2	8&-3
RXFP1 antagonist	-4	-1	-1	-38	-10
D1 antag	-9	-6	3	-16	-2&4
D2 potentiator	24	12	1	-17	-4&-1
D2 antag	-16	/	-16	3	48*
D1 potentiator	2	0	0	-5	-5&0
D1 ag	2	1	2	18	2&2

Single records (already shown). Values in the order: TRHR ag, D2 ag, TRHR enhancer, RXFP1 antagonist, D1 antag, D2 potentiator, D2 antag, D1 potentiator, D1 ag
O=C(c1cc2c(=O)[nH]c3ccccc3c2s1)N1CCN(c2ccc(F)cc2)CC1 as listed: -0.6, 0.2, 3, -1, -6, 12, /, 0, 1
O=C(CCNS(=O)(=O)c1ccc(OC(F)(F)F)cc1)N1CCN(C/C=C/c2ccccc2)CC1 as listed: 1.4, 1.1, 2, -38, -16, -17, 3, -5, 18

Following part:
36) Oc1ccc(C[C@@H]2CNCCN2CCCCC2CCCCC2)cc1
37) CC(C)(C)NC(=O)C(c1ccc(F)cc1)N(CC1CCCO1)C(=O)CCC(=O)Nc1ccccn1 (centres undefined)
38) O=C(NCC(O)c1ccc([N+](=O)[O-])cc1)c1cccc(S(=O)(=O)N2CCOCC2)c1 (centres undefined)
39) O=C(CCNS(=O)(=O)c1cccs1)NC1CCN(Cc2ccccc2)CC1
40) CCC1(C(=O)c2ccccc2)C(c2cccc([N+](=O)[O-])c2)C1(C(=O)OC)C(=O)OC (centres undefined)

entry no.	36	37	38	39	40
TRHR ag	1.4	0.1	0.7	0.2	-0.2
D2 ag	2.1	0.1	0.9	1.0	-2.7
TRHR enhancer	5	6	-2	-3	-3
RXFP1 antagonist	/	7	-16	7	-4
D1 antag	10	14	-2	-17	7
D2 potentiator	3	12	-4	-34	-7
D2 antag	5	-3	4	41*	6
D1 potentiator	10	-6	-13	-10	-5
D1 ag	5	2	2	1	-1

41) CCC(=O)N/N=C(\C)CC(=O)Nc1ccc(Cl)cc1
42) Cc1c(Cl)cccc1N=Cc1ccc([N+](=O)[O-])s1
43) CN1C(=O)C2(c3ccccc31)N(c1cccc(C(F)(F)F)c1)C(=O)CS2(=O)=O (centres undefined)
44) O=S(=O)(c1ccc(Cl)cc1)N1CCN=C1SCc1cccc(Cl)c1
45) COc1cc2[nH]c(C(=O)NN)c(N)c2cc1OC

entry no.	41	42	43	44	45
TRHR ag	0.7	0.3	1.1	0.7	0.2
D2 ag	-0.1	-0.5	/	0.0	0.7
TRHR enhancer	1	-1	9	-4	3
RXFP1 antagonist	4	-3	/	8	/
D1 antag	-1	-24	1	1	2
D2 potentiator	15	1	3	-6	6
D2 antag	0	2	/	6	5
D1 potentiator	-11	4	-3	0	1
D1 ag	3	1	5	17	4

46) COc1ccccc1NC(=O)CSc1nnc(CC(=O)Nc2cccc(C(F)(F)F)c2)n1C
47) CS(=O)(=O)N1CCC(C(=O)O)CC1
48) COc1ccc(N2CCN(CCCNC(=O)c3c(C)nn(-c4ccc(F)cc4)c3-n3cccc3)CC2)cc1
49) Nc1ccc(C(=O)OCCc2ccccc2)cc1
50) COc1ccc(Oc2coc3c(CN4CCOCC4)c(O)ccc3c2=O)cc1
51) CC1(C)Cc2ccccc2-c2nnc(C(F)(F)F)n21
52) COc1ccccc1NS(=O)(=O)c1ccc(C(=O)NCCCN2CCCC2=O)cc1

entry no.	46	47	48	49	50	51	52
TRHR ag	0.2	0.2	-0.3	0.3	-0.5	0.0	-0.2
D2 ag	0.5	1.8	-0.4	-0.6	0.9	1.0	0.5
TRHR enhancer	4	1	1	7	5	0	8
RXFP1 antagonist	-6	-7	/	/	-6	-14	0
D1 antag	-6	-16	10	-15	-1	9	7
D2 potentiator	2	-6	-4	-14	-2	5	14
D2 antag	7	-6	/	4	1	-8	-53
D1 potentiator	-4	-1	-2	-6	-2	-4	-3
D1 ag	1	2	0	4	-1	4	1
